# CHT inh – inhibitors of human choline transporter CHT. CHT-expressing cells, membrane potential dye, choline response; stronger effect = lower value. B-score at 10 µM. 310,000 tested, 0.86% active. AID 488975;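 active = B-score over 3 SD under the library average, and starting fluorescence ratio not unusually high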;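 note: choline stimulus applied at its EC90 after an EC20 pre-addition; B-score computed on integrated fluorescence ratio after choline addition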
# Target sequence (Q9GZV3 whole entry, looked up): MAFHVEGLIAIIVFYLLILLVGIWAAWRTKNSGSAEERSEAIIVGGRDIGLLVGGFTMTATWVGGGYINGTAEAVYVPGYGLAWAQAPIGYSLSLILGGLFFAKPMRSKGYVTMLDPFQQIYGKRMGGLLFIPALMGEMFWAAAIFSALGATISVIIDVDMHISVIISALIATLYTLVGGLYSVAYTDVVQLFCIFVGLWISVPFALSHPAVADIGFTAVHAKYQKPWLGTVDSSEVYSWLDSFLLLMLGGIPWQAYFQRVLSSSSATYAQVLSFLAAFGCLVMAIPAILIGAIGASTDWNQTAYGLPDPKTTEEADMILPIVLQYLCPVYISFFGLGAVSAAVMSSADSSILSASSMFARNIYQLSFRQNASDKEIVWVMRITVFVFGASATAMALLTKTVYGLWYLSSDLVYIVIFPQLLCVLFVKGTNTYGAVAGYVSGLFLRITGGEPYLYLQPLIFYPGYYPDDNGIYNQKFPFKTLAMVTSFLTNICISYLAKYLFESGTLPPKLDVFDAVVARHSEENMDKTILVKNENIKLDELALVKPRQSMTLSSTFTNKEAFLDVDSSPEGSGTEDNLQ
# Kir21 inh – Kir2.1 (mouse) channel inhibition; P35561; 310,000 tested, 0.85% active; B-score at 10 µM; HEK293-Kir2.1, FluxOR thallium flux fluorescence; stronger effect = lower value;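 active = fluorescence ratio B-score at or below minus 3 SD of library scores, with starting-brightness B-score within 2 SD, cut at about -4.2 in these data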;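 note: channel flux triggered by added potassium and thallium sulfate stimulus; B-score of peak minus minimum fluorescence over baseline after thallium stimulus; more negative B-score means stronger Kir2.1 block with less thallium influx; some compounds called inactive have numbers as strong as hits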
# Target sequence (P35561 whole entry, looked up): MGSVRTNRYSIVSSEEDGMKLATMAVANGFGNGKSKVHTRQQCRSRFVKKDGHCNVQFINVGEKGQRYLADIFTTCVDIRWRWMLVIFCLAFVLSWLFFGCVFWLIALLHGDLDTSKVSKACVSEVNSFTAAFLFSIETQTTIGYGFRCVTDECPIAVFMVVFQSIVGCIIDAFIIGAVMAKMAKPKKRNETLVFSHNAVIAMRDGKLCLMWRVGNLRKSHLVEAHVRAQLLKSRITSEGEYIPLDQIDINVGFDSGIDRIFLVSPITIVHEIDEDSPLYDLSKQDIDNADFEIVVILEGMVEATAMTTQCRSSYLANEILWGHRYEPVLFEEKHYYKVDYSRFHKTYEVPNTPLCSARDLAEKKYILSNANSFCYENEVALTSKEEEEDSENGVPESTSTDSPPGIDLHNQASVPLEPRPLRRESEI
# The depositor's hits bear a star; i = inactive. Compounds were not picked by outcome; overall some 1.6% were active at least once.
SMILES,CHT inh,Kir21 inh
COc1ccc(C2Sc3nncn3N2Cc2ccc(C#N)cc2)cc1 (stereo not given),i,0.26
Cc1cc(N)n(-c2ccc(S(=O)(=O)N3CCCC3)cc2[N+](=O)[O-])n1,i,-0.79
O=C(Nc1cccc(NC(=O)c2ccccc2)n1)c1ccccc1,i,1.3
Cc1cccc(NC(=O)C(=O)NCCCN2CCOCC2)c1,i,-0.52
CCn1c(SCC(N)=O)nc2sc3c(c2c1=O)CCN(C)C3,i,-1.1
O=C(N/N=C/c1ccncc1)c1ccc(OCc2ccccc2)cc1,i,-0.17
CCn1cc(/C=C(\NC(=O)c2ccccc2F)C(=O)N2CCOCC2)c2ccccc21,-5.1*,0.75
COc1ccc(N2C(=NC(=O)CCCc3ccccc3)SC3CS(=O)(=O)CC32)cc1 (stereo not given),i,2.1
O=C(NCc1ccccc1Cl)C1CCC(=O)N(CC2CCCCC2)C1 (stereo not given),i,-0.07
COc1ccc(OC)c(NC(=O)c2cc(-c3c(C)cc(C)cc3O)n[nH]2)c1,i,0.53
C=CCNC(=S)N1CCc2c([nH]c3ccccc23)C1C (stereo not given),i,-0.27
COc1ccc(Cc2nnc(NS(=O)(=O)Cc3ccccc3)s2)cc1,i,-0.6
COc1ccc(NC(=O)CSc2ccc3nnc(CCNC(=O)c4ccccc4)n3n2)cc1,i,-0.04
O=C1CC(Nc2ccccc2)C(=O)N1Cc1ccccc1 (stereo not given),i,-0.35
Cc1ccccc1NC(=O)CCCNC(=O)c1ccc(Cl)cc1,i,-0.09
CN(Cc1ccccc1)C(=O)CN(c1ccccc1Cl)S(C)(=O)=O,i,-1.4
COc1ccc(C(=O)CCC(=O)N2CCN(c3ccccc3)CC2)cc1,i,2.3
CCCOc1ccc(C(=O)Nc2ccc3c(c2)OCCO3)cc1,i,1.2
CC(C)c1ccc(OCC(O)CNC(C)c2ccccc2)cc1 (stereo not given),i,-6*
O=C(NC(=O)N1CCN(c2ccccc2F)CC1)c1ccccc1,i,-0.45
COc1cc(/C=C/C(=O)O)ccc1O,i,-1.5
CN(C)/C=C/C1=CC(=O)CC(C)(C)C1,i,0.31
CCOC(=O)c1sc(=S)n(-c2cccc(C(F)(F)F)c2)c1SC,i,-2
[O-]/C(=C(\C(=S)Nc1cccc2ccccc12)[n+]1ccccc1)c1ccc2c(c1)OCCO2,i,-0.02
CC12CCC(=O)N1C(C(=O)Nc1cccc(F)c1)CS2 (stereo not given),i,0.33

# Continued, overlapping the part above by three compounds.
SMILES,CHT inh,Kir21 inh
CCOC(=O)c1sc(=S)n(-c2cccc(C(F)(F)F)c2)c1SC,i,-2
[O-]/C(=C(\C(=S)Nc1cccc2ccccc12)[n+]1ccccc1)c1ccc2c(c1)OCCO2,i,-0.02
CC12CCC(=O)N1C(C(=O)Nc1cccc(F)c1)CS2 (stereo not given),i,0.33
Cc1ccc(C(=O)N/N=C\c2ccc(-c3ccc(Cl)cc3)o2)cn1,i,0.73
O=C(O)c1cccc(Nc2c3ccccc3nc3ccccc23)c1,i,0.43
COCCn1c(=O)[nH]c2cc(C(=O)Nc3cccc(C(C)=O)c3)ccc2c1=O,i,-0.36
O=C1C2C3C=CC(CC3)C2C(=O)N1/N=C/c1ccc(O)cc1 (stereo not given),i,0.88
O=C(NCCc1ccccc1)C(=O)c1cn(CC(=O)N2CCCC2)c2ccccc12,i,1.3
Cc1nc(SCC(N)=O)[nH]c(=O)c1Cc1ccc(OC(C)C)cc1,-6.1*,0.01
COC(=O)c1cc(-c2ccc(Br)cc2)c2c(=O)[nH]c(=O)n(C)c2n1,i,-0.25
O=C(CCS(=O)(=O)c1ccc(Br)cc1)NCc1ccco1,i,1.3
COC(=O)c1cccc(C23CC4(C2)[C@H](CN(Cc2ccc(-c5ccccc5)cc2)[C@@H]4c2ccccc2)C3c2ccccc2)c1 (stereo not given in full),i,-0.32
CCOC(=O)NN1C(=O)c2ccccc2NC1c1cccs1 (stereo not given),i,0.61
Cc1cc(-n2cnnn2)cc(C)c1S(=O)(=O)NCCOc1ccccc1,i,-0.2
O=C(Nc1nc2c(s1)CCc1ccccc1-2)c1ccco1,i,0.89
CCCCCn1nc(C)c(/C=N\NC(=O)c2cc(C)oc2C)c1C,i,1.5
O=[N+]([O-])c1ccc(Nc2ccccc2)nc1,i,0.9
CCOC(=O)C1(Cc2ccccc2C(F)(F)F)CCN(C2CCCC2)CC1,i,-2.3
CC(C)[C@H](NC(=O)N1CCn2c1nc1ccccc12)C(=O)N1CCCCC1,i,1.1
COc1ccc(-n2c(=S)[nH]c3cc(C(=O)NCCCN4CCOCC4)ccc3c2=O)cc1OC,i,0.63
COc1ccc(NS(=O)(=O)c2cc(OC)ccc2OC)cc1,i,0.64
COc1cc(-c2nnc(NC(=O)C3=COCCO3)o2)cc(OC)c1OC,i,0.99
COc1ccc(C2C(C#N)=C(N)OC(C(C)(C)C)=C2C#N)cc1OC (stereo not given),i,0.38
CCOc1ccc(NC(=O)N2CCC(c3ccc(C)cc3)C2)cc1 (stereo not given),i,-0.02
CCN(CC(=O)Nc1c(F)cccc1F)C(=O)c1ccc(Cl)c(S(=O)(=O)N2CCCC2)c1,i,-2.5
CCCNC(=O)c1ccc2c(=O)c(O)c(C)[nH]c2c1,i,-0.64
COc1c(C)cc(C(=O)C2CCCN(C(=O)c3cc(C)n(C)n3)C2)cc1C (stereo not given),i,-0.56
CN(Cc1ccccc1)C(=S)Nc1ccc2nc3n(c(=O)c2c1)CCCCC3,-7*,0.01
SMILES,CHT inh,Kir21 inh
Nc1cccnc1S(=O)(=O)c1ccccc1,i,-0.81
COc1cccc(NC(=O)CN(C)S(=O)(=O)c2ccc3[nH]c(=O)oc3c2)c1,i,1.7
CCOC(=O)C1=C(C)N=c2s/c(=C\C(=O)OC)c(=O)n2C1c1ccc(OC)cc1 (stereo not given),i,-4.2
Cc1ccc(O)c(C(=O)CC(=O)c2ccccc2Cl)c1,i,1.7
C(=N\N1CCN(C2c3ccccc3-c3ccccc32)CC1)/c1cccs1,i,0.01
CCOC(=O)Cc1nc2ccccc2n(CC#N)c1=O,i,-0.05
COc1ccc(-c2ccc3oc(-c4ccc(OC)cc4)c(-c4cc(OC)c(OC)c(OC)c4)c3c2)cc1,i,1.2
COc1ccc(C)cc1NC(=O)CSc1nnc(CC(=O)Nc2cccc(C(F)(F)F)c2)n1C,i,0.07
COc1ccccc1CNC(=O)C1CCCN(S(=O)(=O)c2cccc3nsnc23)C1 (stereo not given),i,-1.1
O=S1(=O)Cc2cc3ccccc3cc2C1,i,0.1
COc1ccc(/C=N/NC(=O)c2cc3c(OC)ccc(OC)c3[nH]2)cc1O,i,0.27
O=C(O)Cn1nc2ccccc2n1,i,1.1
CN(C)S(=O)(=O)c1cccc(NC(=O)c2ccc3nccnc3c2)c1,i,0.77
O=C(CCN1C(=O)/C(=C\c2ccccc2F)SC1=S)Nc1ccc(C(=O)O)c(O)c1,i,1.4
O=C(NCCCCCCNC(=O)OC1CCS(=O)(=O)C1)OC1CCS(=O)(=O)C1 (stereo not given),i,-0.44
COC(=O)CC1=C(C(=O)OC)[C@@H](c2ccccc2[N+](=O)[O-])C(C#N)=C(N)O1,i,-0.01
CCCCN(C)C(=O)c1cc2cc3ccc(OC)cc3nc2o1,i,0.03
CCCCn1c(SCC(=O)Nc2nnc(C)s2)nnc1-c1ccncc1,i,-0.23
CCOc1ccc(N2CC(C(=O)Nc3ccc(OC)c(S(=O)(=O)N4CCCCC4)c3)CC2=O)cc1 (stereo not given),i,-1
Cc1nc(Nc2ccccc2)c2oc3ccc(Cl)cc3c2n1,i,-1.1
O=S(=O)(NC1CCCCC1NCc1ccco1)c1ccccc1 (stereo not given),i,-0.01
COc1ccc2nc(C)cc(SCC(=O)N/N=C/c3cccc4ccccc34)c2c1,i,0.88
Cc1nn(C)c2ncc(C(N)=O)c(Oc3ccc(Cl)cc3)c12,i,0.56
O=C(N=Nc1c(O)[nH]c2ccc([N+](=O)[O-])cc12)c1ccccc1Cl,i,2.7
Cc1ccc(C(CNS(=O)(=O)c2ccc(Cl)cc2)N2CCN(C)CC2)cc1 (stereo not given),i,-3.7
SMILES,CHT inh,Kir21 inh
O[C@H]1COC2C1OC[C@@H]2O (stereo not given in full),i,0.01
COc1ccc(CCNC(=O)C2CCN(S(=O)(=O)N3CCOCC3)CC2)cc1OC,i,-0.14
COc1ccc(-c2nnsc2N2C(=O)c3ccccc3C2=O)cc1,i,1.5
COc1ccc(C(NC(N)=O)c2ccccc2)cc1 (stereo not given),i,0.02
COc1ccc(-c2n[nH]c(C)c2-c2cc(OC)ccc2O)cc1,i,0.78
O=C(CSc1n[nH]c(=O)n1-c1ccc2c(c1)OCCO2)Nc1ccccc1,i,-0.44
CC(C)(C)c1cnnn1-c1ccc(NC(=O)c2ccc3c(c2)OCO3)cc1,i,0.39
C#CCOCCOCCOCCNc1nc(N2CCN(C(=O)[C@H](CCCCN)n3cc(C(N)[C@H](C)CC)nn3)CC2)nc(N2CCN(C(=O)[C@H](CCC(=O)O)n3cc(C(N)[C@H](C)CC)nn3)CC2)n1 (stereo not given in full),i,-2.3
CCN(CC)C(=O)N1CCC(NC(=O)c2ccccc2)CC1,i,-1.6
COc1cccc(C(=O)Nc2c(F)cccc2F)c1,i,0.05
Fc1cccc(Nc2nc(N3CCOCC3)nc(N3CCOCC3)n2)c1,i,-0.53
COc1cccc(CNC(=O)CCC(=O)N2CC(C)Oc3ccccc32)c1OC (stereo not given),i,2
COC(=O)c1ccc(C(C2C(=O)CC(C)(C)CC2=O)C2C(=O)CC(C)(C)CC2=O)cc1,i,0
CCn1c(SCC(=O)Nc2cccc(C)c2)nc2c(c1=O)SC(C)C2 (stereo not given),i,-0.2
C=CCc1ccccc1OCC(O)CN(CC)CC (stereo not given),i,-0.54
O=C(O)CSc1nnc(COc2ccc([N+](=O)[O-])cc2)n1-c1ccccc1,i,0.3
CC(C)(C)[C@H]1C=C(C(=O)O)O[C@@H](OCc2ccc(CO)cc2)C1,i,1.1
CCOC(=O)C1=C(C)Nc2ccccc2S1,i,2
CSc1nc(NCc2ccco2)c2c3c(sc2n1)CN(C)CC3,i,-0.42
Cc1cc(C)n2c(SCC#N)nnc2n1,i,0.25
CCN(CC)CCN1C(=O)C2C(C(=O)Nc3ccc(C(C)C)cc3)C3C=CC2(O3)C1C(=O)NC1CCCCC1 (stereo not given),i,-0.88
COc1ccc(C)cc1S(=O)(=O)N1CCC(C(=O)N2CCN(C)CC2)CC1,i,2.3
COc1c(Br)cc([N+](=O)[O-])c(OC)c1C(=O)NC(=O)Nc1cc(Cl)cc(Cl)c1,i,0.05
Cc1ccc(CCNC(=O)c2coc3nc4ccccc4nc23)cc1,i,-0.23
[N-]=[N+]=N[C@@H](CCN1CC[C@H](NC(=O)OCc2ccccc2)CCC1=O)c1ccccc1,i,-1.1

# Quoted from the listing.
# For Kir21 inh, CC(C)(C)[C@H]1C=C(C(=O)O)O[C@@H](OCc2ccc(CO)cc2)C1 has 1.1
# For Kir21 inh, Cc1cc(C)n2c(SCC#N)nnc2n1 has 0.25
# For Kir21 inh, Fc1cccc(Nc2nc(N3CCOCC3)nc(N3CCOCC3)n2)c1 has -0.53
# For Kir21 inh, COc1ccc(C)cc1S(=O)(=O)N1CCC(C(=O)N2CCN(C)CC2)CC1 has 2.3
# For Kir21 inh, COc1ccc(CCNC(=O)C2CCN(S(=O)(=O)N3CCOCC3)CC2)cc1OC has -0.14
# For Kir21 inh, CC(C)(C)c1cnnn1-c1ccc(NC(=O)c2ccc3c(c2)OCO3)cc1 has 0.39
# For Kir21 inh, COC(=O)c1ccc(C(C2C(=O)CC(C)(C)CC2=O)C2C(=O)CC(C)(C)CC2=O)cc1 has 0

# (list continues)
SMILES,CHT inh,Kir21 inh
Cc1ccc(S(=O)(=O)NCC(=O)OCC(=O)c2ccc(Br)s2)cc1,i,1
Cc1ccc(N2C(=O)[C@@H]3C(C(=O)CN4C(=O)c5ccccc5C4=O)=NN[C@@H]3C2=O)c(C)c1,i,-0.77
CC(=O)N1CCN(c2ccccc2NC(=O)c2cccs2)CC1,i,-0.56
CCOc1cc(C(=O)OCC(=O)Nc2cc(C)on2)cc(OCC)c1OCC,i,-0.94
CNC(=S)NNC(=O)CCn1nc(C)c(Br)c1C,i,-1.5
COC(=O)C(NC(C)=O)(Nc1nc2c(C)cc(C)cc2s1)C(F)(F)F (stereo not given),i,-0.34
O=C1CCCCN1CC(=O)N1CCCC(Nc2ccc(F)c(F)c2)C1 (stereo not given),i,-1.3
CCn1c(SCC(=O)N2CCCC2)nnc1-c1ccco1,i,0.83
COc1ccc2[nH]c(O)c(NC(C)=O)c2c1,i,0.01
COc1ccccc1NC(=O)Nc1ccccc1N1CCOCC1,i,-3.8
O=C(Nc1nccs1)C1CC(=O)N(c2ccc(Cl)cc2)C1 (stereo not given),i,0.45
Cc1ccsc1C(=O)OCC(=O)NCCNC(=O)COC(=O)c1sccc1C,i,1
COC(=O)c1ccc(Cn2cc(/C=C\[N+](=O)[O-])c3ccccc32)o1,i,-0.47
O=C1c2cccc3cc([N+](=O)[O-])cc(c23)C(=O)N1CC1CCCO1 (stereo not given),i,-0.58
COc1ccc(CNS(=O)(=O)c2c(C(=O)N3CCCCCC3)c(C)n(C)c2C)cc1,i,1.2
COc1cc(C2(O)CCCCC2C)cc(OC)c1OC (stereo not given),i,-0.14
CN1CCN(S(=O)(=O)c2ccc(NC(=S)NC(=O)C3CCCCC3)cc2)CC1,i,0.11
CCN1CCN(CC(=O)Nc2ccc3c(c2)OCO3)C(=O)C1=O,i,1.4

# Structures from the list above with a CF3 group:
SMILES,CHT inh,Kir21 inh
CCOC(=O)c1sc(=S)n(-c2cccc(C(F)(F)F)c2)c1SC,i,-2
CCOC(=O)C1(Cc2ccccc2C(F)(F)F)CCN(C2CCCC2)CC1,i,-2.3
COc1ccc(C)cc1NC(=O)CSc1nnc(CC(=O)Nc2cccc(C(F)(F)F)c2)n1C,i,0.07
COC(=O)C(NC(C)=O)(Nc1nc2c(C)cc(C)cc2s1)C(F)(F)F (stereo not given),i,-0.34

# Screens from PubChem.
